STEP inh – inhibitors of human striatal-enriched phosphatase STEP; actives 0.25% (n = 360,000); inhibition, % at 20 µM; recombinant STEP, OMFP fluorogenic substrate, fluorescence;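 active = inhibition at 20 µM, scaled per plate between control wells, above about 37%, limit read from the data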;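 also: 0% = DMSO with enzyme and substrate and 100% = substrate only without enzyme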
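Assay system: isolated STEP enzyme. Buffer or medium: pH 6.0 Bis-Tris with DTT and Tween 20. Also added: fluorogenic phosphatase substrate OMFP at 25 µM final. Dosing: 20 µM, 1% DMSO. Timing: 20 min reaction, room temperature, in the dark. Measured by: fluorescence intensity, excitation 480 nm, emission 540 nm. Evaluation: normalized % inhibition.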
TbMetRS inhib – blocks T. brucei methionyl-tRNA synthetase activity; purified T. brucei MetRS, ATP depletion, Kinase-Glo luminescence; inhibition, % at 11.9 µM; actives 0.4% (n = 360,000); AID 624268;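 active = inhibition above a per-plate cutoff of the control wells' mean inhibition plus 3 SD, cut at about 5.5% in these data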;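 also: 0% = DMSO wells median and 100% = median of wells with control inhibitor compound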
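Dosing: 11.9 µM single point; system: parasite MetRS enzyme; technique: luminescence of leftover ATP; times: 15 min enzyme-compound preincubation, 2 h reaction, 10 min detection, 25 °C; replicates: each compound tested once; read-out basis: percent inhibition relative to median high and low control wells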
MsrA inh – inhibits bovine methionine sulfoxide reductase A; purified bovine MsrA, absorbance read-out; actives 0.75% (n = 360,000); AID 651718; inhibition, % at 15.5 µM; in the data active = inhibition above about 4.5%;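 also: 0% = vehicle wells with enzyme and 100% = reference inhibitor wells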
DNMT1 block – inhibitors of human DNMT1. DNMT1 molecular beacon, Hinp1I cleavage, fluorescence. inhibition (reported as % activation of signal), % at 10 µM. actives 0.83% (n = 360,000). AID 588458; in the data active = inhibition above about 50%
LMPTP inh – LMPTP (human) inhibition; recombinant LMPTP-A, OMFP fluorogenic substrate, fluorescence intensity; inhibition, % at 20 µM; actives 0.22% (n = 360,000);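 active = compounds that cut the enzyme signal by at least half of the control window in the single-dose screen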;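 also: plate controls were DMSO wells with enzyme plus substrate for no effect and substrate without enzyme for full effect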
Target sequence (P24666 whole entry, looked up): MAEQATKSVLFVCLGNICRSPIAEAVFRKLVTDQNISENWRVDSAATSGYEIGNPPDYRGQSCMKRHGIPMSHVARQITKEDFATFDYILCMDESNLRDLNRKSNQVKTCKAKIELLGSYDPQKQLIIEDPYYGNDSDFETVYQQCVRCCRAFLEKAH
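Test system: LMPTP-A phosphatase enzyme; input: 0.625 nM LMPTP-A final; reagent: OMFP substrate, 400 µM final; compound dosing: 20 µM single dose, 3% DMSO; incubation: 50 min dark incubation at room temperature; measured by: endpoint fluorescence intensity from OMFP dephosphorylation; measure: % inhibition relative to no-enzyme and uninhibited control wells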
Rpn11 inh – blocks the human proteasome subunit Rpn11; O00487; human 26S proteasome, Ub4-pepOG fluorescence polarization; 20S core pre-blocked with epoxomicin; AID 588493; actives 0.59% (n = 360,000); calls only at 20 µM;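 active = inhibition at 20 µM, scaled to each plate's controls, above about 33%, limit read from the data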
Target sequence (O00487 whole entry, looked up): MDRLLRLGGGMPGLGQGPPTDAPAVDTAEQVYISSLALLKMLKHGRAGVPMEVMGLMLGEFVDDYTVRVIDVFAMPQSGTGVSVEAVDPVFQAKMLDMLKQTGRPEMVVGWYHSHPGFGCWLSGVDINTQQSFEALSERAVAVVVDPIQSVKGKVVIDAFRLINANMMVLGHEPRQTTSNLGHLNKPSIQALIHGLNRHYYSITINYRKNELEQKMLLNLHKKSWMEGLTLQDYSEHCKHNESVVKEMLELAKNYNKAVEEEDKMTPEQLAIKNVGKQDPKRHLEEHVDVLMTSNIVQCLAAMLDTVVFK
CSN inh – inhibitors of human CSN-mediated cullin deneddylation; Purified CSN, SCF-Nedd8-OG deneddylation, fluorescence polarization; inhibition, % at 12.5 µM; actives 0.38% (n = 360,000); AID 651999;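 active = pattern-corrected inhibition above about 35%, with an unprinted fluorescence ratio check between 0.5 and 1.5, limit read from the data, passing the limit was not always enough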;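 also: 0% = enzyme with substrate and 100% = substrate without enzyme; some results filed as inactive read as strong as hits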
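Assay system: purified human Csn5 enzyme expressed in HEK293T cells; Input: 0.24 nM Csn5 enzyme, final concentration; Reagent: 10 nM SCFSkp2-Nedd8OG; Compound dosing: 12.5 µM single point; Times: reaction 90 min, room temperature; Technique: fluorescence polarization readout.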
NadD inh – inhibitors of Staphylococcus aureus NadD; purified NadD enzyme, colorimetric absorbance read-out; AID 602399; actives 0.78% (n = 360,000); inhibition, % at 20 µM; in the data active = inhibition above about 26%; also: some compounds past the cut are filed as inactive
SUMO1-SIM PPI – SUMO1-SIM interaction modulation. P63165. SUMO1 binding to a labelled peptide, TR-FRET, 1 h. inhibition, % at 20 µM. actives 0.33% (n = 360,000). AID 602429; in the data active = inhibition above about 37%
Target sequence (P63165 whole entry, looked up): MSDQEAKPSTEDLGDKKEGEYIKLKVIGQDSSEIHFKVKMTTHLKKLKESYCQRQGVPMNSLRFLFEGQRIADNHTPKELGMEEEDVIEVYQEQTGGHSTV
Scp1 inh – inhibitors of human Scp-1 phosphatase. Recombinant Scp1, phosphopeptide, malachite green phosphate absorbance. inhibition, % at 20 µM. actives 0.88% (n = 340,000). AID 493091;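 active = inhibition above about 50% at 20 µM, limit read from the data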;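 also: plate controls were DMSO wells with enzyme for no effect and wells lacking enzyme for full effect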
Target sequence (Q9GZU7 76-261 limits assumed): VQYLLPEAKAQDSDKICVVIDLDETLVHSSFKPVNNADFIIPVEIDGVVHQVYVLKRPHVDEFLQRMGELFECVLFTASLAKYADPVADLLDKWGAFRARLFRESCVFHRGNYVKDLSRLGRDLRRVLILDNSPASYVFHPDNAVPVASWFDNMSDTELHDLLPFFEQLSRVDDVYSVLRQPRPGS
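Times: enzyme reaction 45 min at room temperature, colour 5 min, stabilisation 30 min. Material: SCP-1 catalytic fragment, aa 76-261. Medium: Acidic Tris acetate buffer with magnesium and detergent. Signal: colorimetric free-phosphate detection, absorbance 630 nm. Read-out basis: % inhibition of SCP-1 phosphate liberation. Reagent: Phosphorylated 17-residue peptide substrate.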
* = called active by the depositor; i = inactive; / = no result given.

SMILES	STEP inh	TbMetRS inhib	MsrA inh	DNMT1 block	LMPTP inh	Rpn11 inh	CSN inh	NadD inh	SUMO1-SIM PPI	Scp1 inh
CCOc1ccccc1C(=O)NC1CCN(CC(=O)Nc2cc(OC)ccc2OC)CC1	-2	-0.3	0.8	-4	-1.0	i	-4	-4	8	-1
S=C1NC2(CCCCC2)NN1c1ccccc1	-2	0.1	-0.5	1	0.3	i	3	1	0	27
O=C(CNC(=O)c1ccco1)NCC(=O)OCc1ccc(C(=O)Oc2ccc(Cl)cc2)cc1	0	0.9	0.5	12	1.7	i	3	9	-3	-9
CNC(=O)C1CCC(=O)N1Cc1ccccc1Cl (centres undefined)	-3	-1.1	-1.0	-3	-2.7	i	9	6	-2	-15
O=S(=O)(NCC(c1cccnc1)N1CCN(c2ccccc2)CC1)c1cc(F)ccc1F (centres undefined)	4	0.4	0.3	-12	0.0	i	6	8	-2	-1
COC(=O)c1sc(NC(=S)NC(=O)c2ccc(C)cc2)nc1C	0	-0.7	0.5	-1	-1.7	i	2	2	1	-4
O=C(CSc1nnc(CCCN2C(=O)c3cccc4cccc(c34)C2=O)n1-c1ccccc1)N1CCN(CCO)CC1	3	0.7	1.5	5	2.4	i	0	-5	-23	-8
CCO[C@H]1OC(C(=O)O)=C[C@@H](C2CCCCC2)[C@@H]1CCCO	2	-0.3	-0.9	-4	-0.7	i	1	3	-2	-3
Cc1cc(-c2cccs2)c2c(N)c(C(=O)c3ccc4c(c3)OCO4)sc2n1	8	-1.0	0.7	-1	3.1	i	15	7	-6	0
C/C(=N\N=C(/N)SC1CC(=O)N(c2ccc(Br)cc2)C1=O)c1cccs1 (centres undefined)	-6	0.4	1.1	-23	3.8	i	-5	15	-5	-4
O=C(NNc1ccc([N+](=O)[O-])cc1)c1ccccc1Cl	0	-0.8	3.3	-10	1.2	i	5	-4	-23	-4
COc1ccc(F)cc1S(=O)(=O)NCc1ccccc1	-5	0.3	2.2	-4	-1.0	i	1	0	5	-6
C#Cc1ccc([C@H]2C=C(C(=O)NCc3nc4ccccc4[nH]3)O[C@@H](OCc3ccc(CO)cc3)C2)cc1	-1	32*	1.6	-9	3.5	i	9	33*	-1	0
CCOC(=O)C1=C(C)Nc2ncnn2C1/C=C/c1ccccc1 (centres undefined)	1	-0.1	0.6	-2	-1.9	i	-6	-10	2	-1
COc1ccc(OC)c(NC(=O)CC2SC(=Nc3ccccc3)N(CCc3ccccn3)C2=O)c1 (centres undefined)	-2	-1.3	0.4	0	0.3	i	-2	5	2	6
CC(C)n1nnnc1-c1cccc(Cl)c1	1	-0.1	-0.2	1	-0.3	i	0	-5	2	-3
COc1ccc(CCNC(=O)C(=O)NCC2CCCN2S(=O)(=O)c2ccccc2)cc1 (centres undefined)	0	-0.5	2.6	0	1.8	i	-2	1	4	-5
O=C(Nc1ccccc1)Nc1ccc(Cl)nc1Cl	-1	-0.2	0.1	0	1.1	i	-1	9	-3	7
O=c1ccc2cc(S(=O)(=O)NCCCc3ccccc3)ccc2[nH]1	1	0.2	0.6	4	0.5	i	1	-3	3	6
N#C/C(=C(/O)C(Cl)(Cl)Cl)c1nc2ccccc2[nH]1	2	-0.3	4.4	4	-1.8	i	-1	-3	3	0
COc1ccc(NC(=S)N2CCC(c3ccc(C)cc3)C2)cc1 (centres undefined)	2	-1.5	1.3	0	0.0	i	5	0	2	-2
Cc1cccc(C)c1N1CCN(C(=O)c2ccc3c(c2)OCO3)CC1	4	-0.5	0.8	1	-0.3	i	-3	-8	-1	-5
CC1CC(Nc2ccccc2)=NC1(C)C (centres undefined)	-6	0.1	-1.1	7	-1.2	i	-3	-4	-2	-2
CN(C(=O)CSc1nc2ccccc2[nH]1)C1CCS(=O)(=O)C1 (centres undefined)	3	0.1	0.2	-1	0.8	i	-4	-6	1	0
C[C@@H]1C=C[C@](Cc2ccccc2)(C(=O)NCC2CC2)N1C(=O)c1ccccc1	-2	-0.4	0.5	5	0.2	i	-8	2	9	-8

A different layout for some results above.
SMILES,STEP inh,TbMetRS inhib,MsrA inh,DNMT1 block,LMPTP inh,Rpn11 inh,CSN inh,NadD inh,SUMO1-SIM PPI,Scp1 inh
CCO[C@H]1OC(C(=O)O)=C[C@@H](C2CCCCC2)[C@@H]1CCCO,2,-0.3,-0.9,-4,-0.7,i,1,3,-2,-3
CCOc1ccccc1C(=O)NC1CCN(CC(=O)Nc2cc(OC)ccc2OC)CC1,-2,-0.3,0.8,-4,-1.0,i,-4,-4,8,-1

5 compounds from above, reduced to Scp1 inh, NadD inh and TbMetRS inhib.
SMILES	Scp1 inh	NadD inh	TbMetRS inhib
CCOc1ccccc1C(=O)NC1CCN(CC(=O)Nc2cc(OC)ccc2OC)CC1	-1	-4	-0.3
S=C1NC2(CCCCC2)NN1c1ccccc1	27	1	0.1
O=C(CNC(=O)c1ccco1)NCC(=O)OCc1ccc(C(=O)Oc2ccc(Cl)cc2)cc1	-9	9	0.9
CNC(=O)C1CCC(=O)N1Cc1ccccc1Cl (centres undefined)	-15	6	-1.1
O=S(=O)(NCC(c1cccnc1)N1CCN(c2ccccc2)CC1)c1cc(F)ccc1F (centres undefined)	-1	8	0.4

(cont.)
SMILES	STEP inh	TbMetRS inhib	MsrA inh	DNMT1 block	LMPTP inh	Rpn11 inh	CSN inh	NadD inh	SUMO1-SIM PPI	Scp1 inh
O=C(CSCc1ccccc1)N/N=C/c1ccccc1OCc1ccccc1	3	0.1	1.3	-7	5.5	i	2	-5	2	-9
O=C1/C(=C\Nc2ccccc2)CCN1c1ncccn1	0	-0.7	5.0*	-1	-0.6	i	-1	2	-8	-4
COc1ccc(S(=O)(=O)N2CCCCC2c2cc(C(=O)NCc3ccccc3)no2)cc1 (centres undefined)	-2	-0.2	0.9	-1	2.5	i	-5	-3	3	/
Cc1nc(Nc2ccc(O)cc2)c2c3c(sc2n1)CCCC3	-2	-0.2	/	-9	0.6	i	3	-4	4	5
COc1ccccc1NC(=O)c1ccc2c(=O)n3c(nc2c1)CCC3	0	-0.3	2.7	-2	-0.6	i	3	-2	-3	1
O=C(Nc1ccc2c(c1)OCCO2)C(c1ccc(F)cc1)N1CCCCC1 (centres undefined)	1	-0.4	0.9	8	0.0	i	-2	-7	-2	4
C=C(C)COc1ccc2c(CC)cc(=O)oc2c1C	5	-0.3	1.1	2	1.9	i	-5	-8	3	-4
COc1cc2c(c(OC)c1)C(c1cccc(OC)c1OC)CC(=O)N2 (centres undefined)	2	-0.2	0.1	0	-0.1	i	1	-4	7	-2
CCC(C)(C)n1nnnc1C(c1cc2cc(C)cc(C)c2[nH]c1=O)N1CCCC1 (centres undefined)	2	-0.5	1.9	-6	-3.9	i	0	13	-15	-11
O=C(NCc1ccccc1CN1CCCC1)c1ccc(S(=O)(=O)Nc2ccccc2F)cc1	-2	0.3	-0.1	0	2.5	i	5	0	0	/
CCc1ccc(C(=O)c2cncc(Br)c2)cc1	2	-0.2	0.1	1	0.3	i	2	-1	-2	-7
Cc1ccc(S(=O)(=O)Cc2cn3cccnc3n2)cc1	4	-0.9	2.2	-3	-0.7	i	-2	6	-5	0
O=C(Nc1cccc(Cl)c1)NC1(C(=O)NCc2cccs2)CCCCC1	1	-1.5	-0.7	28	-0.5	i	2	-3	-1	-1
CCOc1ccc(CCNC(=O)c2cccc(S(=O)(=O)N3CCCC3)c2)cc1OCC	1	-0.3	-0.1	3	-0.5	i	4	-2	-5	-10
COc1ccc(N(C)S(=O)(=O)c2cccc(C(=O)OCC(=O)Nc3sc4c(c3C#N)CCCCC4)c2)cc1	6	-0.2	0.5	-5	4.7	i	-3	11	2	-11
COc1ccc(-c2c3c(nc4sc5c(=O)[nH]c(C)nc5c24)CCC3)cc1	3	-0.7	1.1	-2	2.0	i	4	-2	37	-5

3 structures out of the list, arranged by molar mass, descending:
SMILES	STEP inh	TbMetRS inhib	MsrA inh	DNMT1 block	LMPTP inh	Rpn11 inh	CSN inh	NadD inh	SUMO1-SIM PPI	Scp1 inh
O=C(Nc1cccc(Cl)c1)NC1(C(=O)NCc2cccs2)CCCCC1	1	-1.5	-0.7	28	-0.5	i	2	-3	-1	-1
O=C(Nc1ccc2c(c1)OCCO2)C(c1ccc(F)cc1)N1CCCCC1 (centres undefined)	1	-0.4	0.9	8	0.0	i	-2	-7	-2	4
C=C(C)COc1ccc2c(CC)cc(=O)oc2c1C	5	-0.3	1.1	2	1.9	i	-5	-8	3	-4

Assay outcomes as filed in PubChem BioAssay.
